# Screening results deposited in PubChem by Sanford-Burnham Center for Chemical Genomics.
# UPR CHOP act: apoptotic UPR (CHOP) activation. CHO-CHOP luciferase reporter, luminescence; percent of tunicamycin response over DMSO baseline. activation, % at 10 µM. actives 0.34% (n = 330,000). AID 449763;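 active means at 10 µM dose, activation of 40% or more, normalized to positive control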;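 further: 100% = tunicamycin at 10 µg/mL and 0% = DMSO alone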
#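 System: CHO CHOP reporter cells. Amount: 500 cells per well. Buffer or medium: F12 medium, 10% FBS. Compound dosing: one dose, 10 µM in 0.5% DMSO. Incubation: 6 h compound exposure at 37 °C after overnight seeding. Technique: Steady-Glo luciferase luminescence. Benchmarks: tunicamycin and DMSO controls.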
# tim23-1 inh: tim23-1 yeast growth inhibition. S. cerevisiae tim23-1 growth, BacTiter-Glo luminescence, 24 h. inhibition, % at 20 µM. actives 1.3% (n = 330,000);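 active means growth inhibition of the mutant yeast at or above 50%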;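 further: temperature-sensitive mutant grown at 25 °C; plate controls were DMSO-treated mutant yeast for no effect and medium wells lacking yeast for full effect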
# Jurkat NFkB inh: inhibitors of the PMA/ionomycin-induced NF-kB reporter in Jurkat cells. PMA/ionomycin-induced NF-kB luciferase reporter, luminescence. actives 0.53% (n = 330,000). inhibition, % at 4 µM. AID 435003; in the data active means inhibition above about 50%
# Mdm2-MdmX inh: human Mdm2/MdmX binding inhibition | O15151+Q00987 | SaOS-2 split-luciferase Mdm2/MdmX complementation, luminescence | inhibition, % at 8 µM | actives 3% (n = 330,000) | AID 485346;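 active means inhibition of at least 50% at 8 µM in the primary screen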
# Target sequence (O15151 whole entry, looked up): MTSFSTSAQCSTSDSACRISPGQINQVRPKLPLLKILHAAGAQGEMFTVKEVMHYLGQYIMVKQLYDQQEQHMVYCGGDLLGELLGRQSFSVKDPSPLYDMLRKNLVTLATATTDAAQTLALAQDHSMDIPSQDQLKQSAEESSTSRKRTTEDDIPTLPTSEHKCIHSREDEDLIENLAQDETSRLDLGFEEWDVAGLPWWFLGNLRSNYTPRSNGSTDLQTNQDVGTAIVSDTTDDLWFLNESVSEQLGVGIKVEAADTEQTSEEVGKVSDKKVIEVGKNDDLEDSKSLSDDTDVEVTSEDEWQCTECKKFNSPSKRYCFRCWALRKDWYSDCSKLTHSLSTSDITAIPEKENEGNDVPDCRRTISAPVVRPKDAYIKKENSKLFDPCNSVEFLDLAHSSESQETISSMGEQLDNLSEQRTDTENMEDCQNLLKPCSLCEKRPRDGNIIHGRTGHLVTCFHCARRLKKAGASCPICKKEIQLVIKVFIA
# Target sequence (Q00987 whole entry, looked up): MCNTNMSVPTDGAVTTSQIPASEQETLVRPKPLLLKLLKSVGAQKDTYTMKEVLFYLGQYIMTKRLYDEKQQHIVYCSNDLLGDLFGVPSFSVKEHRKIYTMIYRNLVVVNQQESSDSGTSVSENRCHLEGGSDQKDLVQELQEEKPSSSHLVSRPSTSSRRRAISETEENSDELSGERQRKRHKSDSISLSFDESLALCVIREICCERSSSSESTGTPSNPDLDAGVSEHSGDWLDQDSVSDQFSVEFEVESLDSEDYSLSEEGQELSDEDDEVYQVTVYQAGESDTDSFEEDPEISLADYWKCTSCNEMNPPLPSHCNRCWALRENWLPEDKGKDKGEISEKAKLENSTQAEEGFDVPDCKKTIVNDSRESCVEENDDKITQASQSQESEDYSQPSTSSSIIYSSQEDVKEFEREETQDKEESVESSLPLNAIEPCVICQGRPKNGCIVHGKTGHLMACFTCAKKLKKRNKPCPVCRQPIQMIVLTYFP
# XBP1 UPR activ: activators of adaptive arm of unfolded protein response (XBP1) | CHO-XBP1 luciferase reporter, IRE1-XBP1 UPR activation, luminescence; percent of tunicamycin response, DMSO as zero | activation, % at 20 µM | actives 0.33% (n = 330,000);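 active means versus positive control, 20 µM dose yields 30% or more activation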;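 further: 100% = tunicamycin at 10 µg/mL and 0% = DMSO only wells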
#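 Assay system: CHO-XBP1 luciferase reporter cells; Schedule: 6 h treatment, 37 °C; Detection: glow luminescence from Steady-Glo reagent; Benchmarks: high control tunicamycin 10 µg/mL final, low control DMSO vehicle only.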
# TIM10 inh: TIM10 yeast growth inhibition | inhibition, % at 10 µM | AID 463195 | S. cerevisiae TIM10 strain growth, BacTiter-Glo luminescence, 24 h | actives 1.4% (n = 330,000);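 active means inhibition of 40% or more at the single tested concentration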;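 further: wild-type TIM10 isogenic control strain grown at permissive 25 °C; 0% = DMSO yeast wells and 100% = minimal medium wells without yeast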
# 697 NFkB inh: inhibitors of the PMA/ionomycin-induced NF-kB reporter in 697 B cells; actives 0.33% (n = 330,000); 697 B-cell NF-kB luciferase reporter, 16 h; AID 435022; inhibition, % at 4 µM; in the data active means inhibition above about 35%
# tim10-1 inh: growth inhibitors of tim10-1 mutant yeast; S. cerevisiae tim10-1 ts strain growth, BacTiter-Glo, 24 h; AID 463190; actives 2.2% (n = 330,000); inhibition, % at 20 µM;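 active means inhibition of at least 40%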;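 further: mutant grown at 25 °C; 0% = DMSO wells with yeast and 100% = wells holding no yeast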
# Numbers without * were called inactive.
# The opening six compounds, to show the layout:
SMILES,UPR CHOP act,tim23-1 inh,Jurkat NFkB inh,Mdm2-MdmX inh,XBP1 UPR activ,TIM10 inh,697 NFkB inh,tim10-1 inh
CC(C)C(NC(=O)c1ccc(S(=O)(=O)N2CCOCC2)cc1)c1nc2ccccc2[nH]1 (stereo unspecified),0.9,5,5,1,-3,6,2,10
O=C(c1ccc(Cl)c(S(=O)(=O)N2CCOCC2)c1)N1CCCCC1,-1.1,-2,5,7,-2,-2,10,2
COCC(=O)N(Cc1cc2ccccc2[nH]c1=O)c1ccccc1OC,2.9,7,3,15,-4,3,8,7
CCC(C)(C)C1CCc2c(sc(NC(=O)c3ccoc3C)c2C(N)=O)C1 (stereo unspecified),-2.3,7,-18,4,0,8,16,18
Nc1cc(-c2ccccc2)ccc1O,2.1,17,-3,14,4,11,-14,18
CCOC(=O)C1(Cc2ccc(Cl)cc2)CCN(CCCn2cccn2)CC1,0.6,12,-5,30,2,-6,-13,-12

# Main list, from the first entry:
SMILES,UPR CHOP act,tim23-1 inh,Jurkat NFkB inh,Mdm2-MdmX inh,XBP1 UPR activ,TIM10 inh,697 NFkB inh,tim10-1 inh
CC(C)C(NC(=O)c1ccc(S(=O)(=O)N2CCOCC2)cc1)c1nc2ccccc2[nH]1 (stereo unspecified),0.9,5,5,1,-3,6,2,10
O=C(c1ccc(Cl)c(S(=O)(=O)N2CCOCC2)c1)N1CCCCC1,-1.1,-2,5,7,-2,-2,10,2
COCC(=O)N(Cc1cc2ccccc2[nH]c1=O)c1ccccc1OC,2.9,7,3,15,-4,3,8,7
CCC(C)(C)C1CCc2c(sc(NC(=O)c3ccoc3C)c2C(N)=O)C1 (stereo unspecified),-2.3,7,-18,4,0,8,16,18
Nc1cc(-c2ccccc2)ccc1O,2.1,17,-3,14,4,11,-14,18
CCOC(=O)C1(Cc2ccc(Cl)cc2)CCN(CCCn2cccn2)CC1,0.6,12,-5,30,2,-6,-13,-12
CC(C)c1ccc(/C=N/n2c(-c3ccccc3)n[nH]c2=S)cc1,1.3,37,-9,22,-1,12,-43,10
CN(C)S(=O)(=O)c1cccc(NC(=O)CSc2nc3c(cc2C#N)C(=O)CC(C)(C)C3)c1,-0.8,2,42,57*,-3,5,-3,4
O=C(CSc1nnnn1C1CCCCC1)Nc1ccc(F)cc1,-2.0,-1,14,15,-5,-2,13,-8
CN1C(=O)c2cccc3c(S(N)(=O)=O)ccc1c23,0.9,-3,5,24,-3,1,19,-1
C[C@H]1CN=C(N(C)C)N1CCc1ccccc1,-0.7,2,4,-1,-3,-4,0,-9
CCOc1cc2[nH]c(=S)n(CCCN(CC)CC)c(=O)c2cc1OCC,1.3,0,-11,-3,1,-14,-19,13
O=C(Nc1cccc(Cl)c1N1CCOCC1)c1cccs1,-0.2,45,18,8,1,2,6,24
CCN(CC(=O)NC1CCS(=O)(=O)C1)c1ccc(S(C)(=O)=O)cc1[N+](=O)[O-] (stereo unspecified),-1.1,9,-14,0,1,-1,-32,6
O=C(O[C@@H]1Cc2c(O)cc(O)cc2O[C@@H]1c1cc(O)c(O)c(O)c1)c1cc(O)c(O)c(O)c1,-0.8,12,11,29,-6,-7,16,23
Clc1cc(Br)ccc1OCCOCCN1CCOCC1,2.8,-16,-4,0,-2,-23,10,-44
CC(=O)Nc1ncc(N=Nc2cccc(C(F)(F)F)c2)s1,5.9,15,-22,38,9,-2,-10,12
CCN(CC)S(=O)(=O)c1ccc(O)c(C(=O)OCC(=O)NC2CCCC2)c1,0.4,5,-14,-6,-4,15,4,2
CC1CCCCN1C(=O)CSc1nnc(-c2ccccc2F)o1 (stereo unspecified),4.6,2,-54,-19,-3,10,-64,-19
O=S(=O)(c1cccc2nsnc12)N1CCN(C/C=C/c2ccccc2)CC1,0.2,17,0,7,10,29,-4,19
Cc1cc(NS(=O)(=O)c2ccc(NC(=S)NC(=O)c3ccncc3)cc2)no1,-1.0,-5,9,16,0,-11,5,13
C[C@@]12C(=O)N(CC3CCCO3)CC(=O)N1[C@H]1c3ccccc3OC[C@@H]1[C@@H]2c1ccccc1 (stereo partly specified),0.2,14,-3,13,-3,5,-5,15
COc1ccc(Cc2nc3ccccc3n2C)cc1,-2.7,-8,-6,2,-2,-10,2,9
CCn1cc(CN2CCC(Oc3ccc(C(=O)N4CCCCC4)cc3)CC2)cn1,1.2,8,0,21,-5,-10,17,-4
CN1C(=O)c2ccc(NC(=O)c3cccc4ccccc34)cc2C1=O,2.3,-1,-2,-7,-1,7,-1,-20
SMILES,UPR CHOP act,tim23-1 inh,Jurkat NFkB inh,Mdm2-MdmX inh,XBP1 UPR activ,TIM10 inh,697 NFkB inh,tim10-1 inh
O=C1Nc2ccccc2C1=Nc1ccc(-c2nnc3n2CCCCC3)cc1,-2.2,12,1,19,4,-2,11,14
CN(C)S(=O)(=O)c1ccc(C(=O)NCC(C)(C)N2CCOCC2)cc1,0.1,7,3,-30,1,-5,14,-2
COc1ccccc1C(=O)NCCC(=O)NC1=NCCS1,-0.1,25,7,-8,-1,7,0,13
COc1cc(/C=N/NC(=O)c2cc(-c3ccccc3)nc3ccccc23)ccc1O,0.6,23,-41,15,2,12,-16,41*
COc1cccc2c(=O)n(CC(=O)N3CCCCC3)ccc12,-1.6,10,9,14,-4,-6,-2,4
CCN(CC)CCN1c2ccccc2Sc2ccccc21,1.6,-3,14,19,-6,3,13,-6
Cc1ccccc1Cn1nc(C)c(NC(=O)C(F)(F)F)c1C,0.5,6,2,5,-2,-3,5,4
COC(c1ccccc1)c1nnc(CCC(=O)NCCc2ccc(Cl)cc2)o1 (stereo unspecified),-0.8,37,-6,6,0,-1,-1,2
Cc1ccc(-c2c(C(=O)N/N=C/c3ccc4c(c3)OCO4)nnn2-c2nonc2N)cc1,0.3,-9,-7,-16,-5,-4,10,3
COc1ccc(S(=O)(=O)N(C)C)cc1NCC(=O)Nc1ccc(Br)c(C)c1,-1.9,26,-24,-1,-3,-10,11,10
CSCCC(NC(=O)c1ccccc1)C(=O)NCc1ccc(S(N)(=O)=O)cc1 (stereo unspecified),1.7,1,2,11,7,-5,13,11
CCOC(=O)c1ccccc1N/C=C/C(=O)c1ccccc1,0.1,12,-19,-30,-4,28,-24,30
COC(=O)NC(NC(=S)Nc1cccc(C)c1)C(Cl)(Cl)Cl (stereo unspecified),1.5,-6,21,-4,-1,12,-1,-3
COCCN1C2=C(C(=O)CC(C)(C)C2)C(c2ccc(O)c(OC)c2)C2=C1CC(C)(C)CC2=O,1.5,14,3,15,-5,3,18,15
COc1cccc(NC(=O)CN2CCN(c3ccc(F)cc3)CC2)c1,-0.2,18,-10,-3,-4,-8,-3,14
CN(C)S(=O)(=O)c1cccc(NC(=O)c2cncc(Br)c2)c1,0.7,2,-4,-4,1,5,-7,12
CC1CCCCC12NC(=O)N(CC(=O)NCc1ccccc1)C2=O (stereo unspecified),-0.6,9,12,26,-2,0,10,3
CCN(C(=O)CN1CCN(c2cccc(Cl)c2)CC1)c1c(N)n(Cc2ccccc2)c(=O)[nH]c1=O,1.6,10,-1,13,-1,6,-2,13
COc1ccc(OCC(=O)N/N=C/C2CC=CCC2)cc1 (stereo unspecified),-0.2,-3,15,10,-5,4,12,3
Cc1ccc2c(c1)/C(=N/OC(=O)c1ccc(F)cc1)CCS2,6.0,11,11,15,4,2,17,12
O=C(NCC(c1ccco1)N1CCN(c2ccc(F)cc2)CC1)C(=O)NC1CCCCC1 (stereo unspecified),0.7,15,-6,17,-3,7,-20,10
COc1cccc(CNC(=O)Cn2nc([N+](=O)[O-])c(Br)c2C)c1,0.2,23,-13,-32,-2,5,-61,19
COc1ccc(CCNC(=O)C(=O)NCc2ccc(C)cc2)cc1OC,-0.5,26,13,10,-1,0,25,9
CC1CN(Cc2ccc(Cl)cc2Cl)CC(C)O1 (stereo unspecified),-1.2,16,1,-5,1,-3,14,-15
O=c1nc(/C=C/c2cccn2-c2ccc([N+](=O)[O-])cc2)cc(C(F)(F)F)[nH]1,0.7,-10,-9,-5,-5,-2,14,-23
SMILES,UPR CHOP act,tim23-1 inh,Jurkat NFkB inh,Mdm2-MdmX inh,XBP1 UPR activ,TIM10 inh,697 NFkB inh,tim10-1 inh
O=C(Nc1ccc(C(=O)OC2CCCCC2)cc1)c1ccncc1,0.1,47,-25,29,-1,19,-83,37
COc1ccc(C2C3=C(Nc4ncnn42)c2ccccc2CC3)cc1OC (stereo unspecified),-2.6,21,20,37,1,15,1,34
CC(=O)Nc1ccc(S(=O)(=O)NCCSCc2ccccc2Cl)cc1,0.4,12,24,7,-1,10,-16,15
CCc1noc(C)c1C(=O)N1CCC(CCC(=O)Nc2cccc(C)c2)CC1,0.3,1,10,-2,-3,4,4,16
CC(C)Oc1ccc(CCC(=O)N/N=C/c2ccc3c(c2)OCO3)cc1,0.1,8,-10,24,-2,6,7,7
CC1(C)CC(=O)C(CC(=O)N2CCC(Cc3ccccc3)CC2)C(=O)C1,-0.7,26,2,-1,0,-2,2,0
CC1CCCCC1NC(=O)CN1CCN(S(=O)(=O)c2ccc(Br)s2)CC1 (stereo unspecified),-0.3,39,-3,1,0,23,18,24
COc1cc(OC)c(OC)cc1CN1CCC(O)CC1,2.0,1,3,0,0,3,17,-9
COC(=O)C1CC(=O)N(CCc2c[nH]c3ccccc23)C1 (stereo unspecified),1.1,14,-17,8,1,-9,5,5
C/C(CC(=O)NC1CCCCC1)=N\NC(=O)Cc1ccc(-c2ccccc2)cc1,-1.1,5,0,23,-4,10,4,0
Cc1c(C(Nc2ccccn2)c2ccc(Cl)cc2)c(=O)n(-c2ccccc2)n1C (stereo unspecified),-0.5,6,-4,-28,0,-5,0,11
CCOC(=O)c1c(-c2ccccc2)csc1NC(=S)NC,-1.7,27,4,10,3,19,-13,42*

# Compounds above that contain a furan ring, fused or not, in the order listed:
SMILES,UPR CHOP act,tim23-1 inh,Jurkat NFkB inh,Mdm2-MdmX inh,XBP1 UPR activ,TIM10 inh,697 NFkB inh,tim10-1 inh
CCC(C)(C)C1CCc2c(sc(NC(=O)c3ccoc3C)c2C(N)=O)C1 (stereo unspecified),-2.3,7,-18,4,0,8,16,18
O=C(NCC(c1ccco1)N1CCN(c2ccc(F)cc2)CC1)C(=O)NC1CCCCC1 (stereo unspecified),0.7,15,-6,17,-3,7,-20,10
